Rac1 GTP hydrolysis: MgcRacGAP GTPase-activating activity inhibitors, confirmation, biochemical, ADP Hunter fluorescence; MgcRacGAP-stimulated Rac1 GTP hydrolysis, ADP Hunter fluorescence; higher % means a stronger effect; GST-tagged Rac1 F28L mutant substrate; 0.6% of 340,000 active; inhibition, % at 30 µM, or IC50 in µM where a hit was titrated; AID 624330;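 active = first-screen hits whose inhibition reached a set limit at any dose in the follow-up dose series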;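 also: fluorescence reports GDP produced by GAP-driven GTP hydrolysis; strong numbers were not always called active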
RSV antiviral HEp-2: RSV antiviral activity via CPE protection, HEp-2 cells, primary 10 µM value included (AID 2391); HEp-2 cells, RSV-induced CPE inhibition; higher % means a stronger effect; CPE inhibition, % at 10 µM; hits with a dose series show IC50 in µM; 0.13% of 310,000 active; in the data active = a potency from the dose series; also: strong numbers were not always called active
NS5 inhibitors: Dengue-2 NS5 methyltransferase inhibitors, primary screen, biochemical, confirmation dose response (AID 588689). Dengue-2 NS5 methyltransferase capping enzyme assay, biochemical; higher % means a stronger effect. inhibition, % at 25 µM; hits with a dose series show IC50 in µM. 0.3% of 340,000 active; in the data active = a potency from the dose series
Active calls of the source: *. Only part of the results is shown; rates above refer to the full screens.

SMILES	Rac1 GTP hydrolysis	RSV antiviral HEp-2	NS5 inhibitors
O=C(Nc1ccccc1N1CCCCC1)C1CC(=O)N(c2ccccc2F)C1 (stereo not drawn)	3.2%	1.2%	-1.4%
Nc1cc(S(=O)(=O)N2CCCCC2)ccc1N1CCCCC1	7.7%	0.3%	-1.5%
COc1cccc(NC(=O)CN(C)C(=O)c2cc3c(s2)CCCC3)c1	0.1%	0.7%	-5.2%
Cn1nc(C(=O)Nc2ccccc2N2CCOCC2)ccc1=O	0.8%	16.3%	3.4%
CCOc1ccc(CN(C)C(=O)c2ccc(S(=O)(=O)N(C)c3ccccc3OC)cc2)cc1	-0.7%	1.2%	-0.4%
O=C(c1cccc([N+](=O)[O-])c1)N1CCN(S(=O)(=O)/C=C/c2ccccc2)CC1	3.4%	-0.1%	-1.1%
O=C(CSc1nnc(C2CC2)n1C1CC1)c1ccc(F)cc1	3.0%	0.0%	-2.9%
Cc1nc2ccc(NC(=O)c3oc4ccc(F)cc4c3C)cc2s1	3.3%	0.3%	-4.6%
Cc1ccc(S(=O)(=O)NCCCNS(=O)(=O)c2ccc(C)cc2)cc1	0.1%	1.3%	-1.5%
CC(C)C(NC(=O)c1c(F)cccc1F)C(=O)N1CCN(S(=O)(=O)/C=C/c2ccccc2)CC1 (stereo not drawn)	1.2%	0.9%	-4.4%
Cn1nc(C(=O)NC2CCCC2)c2ccccc2c1=O	5.6%	0.7%	-7.7%
O=C(NCC(F)(F)F)c1ccc(S(=O)(=O)N2CCN(C(=O)C3CCCO3)CC2)cc1 (stereo not drawn)	-0.8%	1.2%	-5.1%
COc1ccc(NC(=O)COC(=O)CNS(=O)(=O)/C=C/c2ccccc2)cc1OC	2.8%	0.0%	-6.6%
CCc1ccccc1OCC(=O)Nc1cccc(S(=O)(=O)NC2=NCCC2)c1	4.3%	-0.1%	-10.8%
CCOc1cc(C(=O)NCc2ccccc2)ccc1OCC(=O)N1CCCCC1	5.7%	3.4%	-1.5%
CN(CC(=O)Nc1ccc(Cl)c(C(F)(F)F)c1)C(=O)c1cccc(N2C(=O)CCC2=O)c1	3.3%	0.1%	-3.3%
O=C(CN1CCN(Cc2ccccc2)CC1)NNC(=O)c1ccccc1	7.4%	1.3%	-0.7%
Cc1ccc(C)c(NC(=O)COC(=O)c2cc3ccccc3oc2=O)c1	3.6%	-0.1%	-1.5%
COc1ccc(C2(C)NC(=O)N(CC(=O)NC3CCCC3)C2=O)cc1OC (stereo not drawn)	2.4%	-0.2%	-4.6%
Cc1ccc(NC(=O)C2=COCCO2)cc1S(=O)(=O)N1CCOCC1	3.8%	0.9%	3.3%

Shown with two lines to a compound: five of the compounds above
Each structure is followed by: Rac1 GTP hydrolysis | RSV antiviral HEp-2 | NS5 inhibitors
- Cc1nc2ccc(NC(=O)c3oc4ccc(F)cc4c3C)cc2s1
 : 3.3% | 0.3% | -4.6%
- Cc1ccc(S(=O)(=O)NCCCNS(=O)(=O)c2ccc(C)cc2)cc1
 : 0.1% | 1.3% | -1.5%
- CC(C)C(NC(=O)c1c(F)cccc1F)C(=O)N1CCN(S(=O)(=O)/C=C/c2ccccc2)CC1 (stereo not drawn)
 : 1.2% | 0.9% | -4.4%
- Cn1nc(C(=O)NC2CCCC2)c2ccccc2c1=O
 : 5.6% | 0.7% | -7.7%
- O=C(NCC(F)(F)F)c1ccc(S(=O)(=O)N2CCN(C(=O)C3CCCO3)CC2)cc1 (stereo not drawn)
 : -0.8% | 1.2% | -5.1%

Following part.
SMILES	Rac1 GTP hydrolysis	RSV antiviral HEp-2	NS5 inhibitors
CC1CN(C(=O)c2cc(Br)c(Br)s2)CC(C)O1 (stereo not drawn)	3.2%	-0.2%	-1.9%
O=C1ON=C(c2ccc(Cl)c([N+](=O)[O-])c2)/C1=C/c1cccc([N+](=O)[O-])c1O	1.8%	0.7%	-5.1%
CC1(C)CC(=O)C=C(c2ccc3ncccc3c2)C1	12.8%	3.4%	-6.0%
Cc1cc(C(=O)NCc2ccco2)sc1C	4.6%	0.0%	-3.3%
O=C(NNC(=O)c1cccc(-n2cccc2)c1)c1ccccc1	5.2%	1.3%	-1.5%
COc1ccc(NC(=O)CC2SC(N3CCCCC3)=NC2=O)cc1OC (stereo not drawn)	3.9%	2.3%	-5.4%
Cc1ccc(C2(C)NC(=O)N(CC(=O)NNC(=O)c3ccccc3F)C2=O)cc1 (stereo not drawn)	9.7%	1.9%	0.0%
CCn1c(C)cc(C(=O)CSc2nnc(-c3ccco3)o2)c1C	3.4%	-0.3%	0.0%
Cc1ccc(S(=O)(=O)N2CCN(C(=O)[C@H](Cc3ccccc3)NC(=O)c3ccco3)CC2)cc1C	5.6%	0.6%	-2.2%
NC(=O)c1ccsc1NC(=O)COC(=O)c1ccccn1	5.4%	0.4%	-3.0%
O=C(/C=C/c1ccc(F)cc1)OCC(=O)c1ccc[nH]1	-1.6%	1.0%	-1.4%
CCCCCOc1ccc(C(=O)Nc2ccc(N3CCOCC3)cc2N2CCOCC2)cc1	8.1%	0.2%	0.7%
CCn1nnc2cc(C(=O)N(CCOC)CC(=O)Nc3cccc(C)c3C)ccc21	1.1%	1.6%	-5.2%
COc1ccc(Cl)cc1NC(=O)COC(=O)C1CCCCC1	2.8%	2.8%	1.8%
COc1cc(C#Cc2c(-c3ccccc3OC)oc3ccccc23)cc(OC)c1	3.3%	2.9%	-1.6%
CSCCC(NC(=O)COc1ccccc1)C(=O)N(C)Cc1ccc(SC)cc1 (stereo not drawn)	5.8%	1.4%	-4.6%
CCCCN(C(=O)c1ccc(-c2ccc(Cl)cc2)o1)c1c(N)n(CC(C)C)c(=O)[nH]c1=O	3.4%	2.0%	-5.2%
CC(C(=O)OCC(=O)N(C)C1(C#N)CCCCC1)N1C(=O)c2ccccc2C1=O (stereo not drawn)	2.6%	1.5%	-3.4%
Cc1ccccc1CN1CCN(c2ccc(S(=O)(=O)N3CCCC3)cn2)CC1	2.7%	1.8%	1.5%
C/C=C(\C)C(=O)OC(C)(C)[C@@H]1Cc2cc3ccc(=O)oc3cc2O1	1.8%	0.1%	-8.4%
Cn1cncc1C#Cc1c(C=O)n(C)c2ccccc12	6.7%	9.8%	-4.0%
O=C(N[C@@H]1CCC(=O)N(CC[C@H](Sc2ccc(Br)cc2)c2ccccc2)CC1)OCc1ccccc1	4.1%	1.6%	7.2%
CCN(CC(=O)NCc1ccc(F)cc1)CC(=O)Nc1cc(S(=O)(=O)N(C)C)ccc1C	2.4%	2.1%	-2.6%
O=c1c2cc(F)ccc2sn1-c1ccc(F)cc1	30.6%	-0.2%	-12.8%
O=C(O)c1cc(NS(=O)(=O)c2cccs2)cc(NS(=O)(=O)c2cccs2)c1	2.5%	0.4%	6.6%
O=C(COC(=O)c1cc(Br)ccc1O)Nc1ccc2c(c1)OCO2	3.8%	0.8%	-7.4%
CCN(CC(=O)NC1CCS(=O)(=O)C1)C(=O)c1ccc(OC)c([N+](=O)[O-])c1 (stereo not drawn)	2.2%	0.5%	-9.5%
Cc1cccc(NS(=O)(=O)c2ccc(C)c(C(=O)N(C)C)c2)c1	2.7%	0.7%	-6.1%
CC(C)(C)C(=O)Nc1ccc(C(=O)CSc2nnc(C3CC3)n2C2CC2)cc1	5.1%	0.5%	-9.6%
Cc1ccccc1S(=O)(=O)Nc1ncnc2sccc12	4.7%	1.1%	-9.6%
N#Cc1ccc(CN2CCN(C(=O)c3cc(Cl)c4c(c3)OCCO4)CC2)cc1	4.2%	1.6%	-3.9%
COc1ccccc1NS(=O)(=O)c1ccc(C(=O)N2CC(C)OC(C)C2)cc1 (stereo not drawn)	8.2%	1.1%	1.4%
CCOC(=O)C(Cc1ccc(NC(C)=O)cc1)N1C(=O)c2ccccc2C1=O (stereo not drawn)	6.1%	0.1%	-10.3%
CCOc1ccc(Oc2ccc(NS(=O)(=O)c3cc(C(=O)O)ccc3Cl)cc2)cc1	6.1%	2.2%	0.0%
COCC(C)n1c(SCC(=O)NC(=O)NC2CCCC2)nc2ccccc2c1=O (stereo not drawn)	5.1%	1.4%	-4.0%
O=C(NCC(=O)N1CCCCCCC1)c1ccc(Cl)cc1	-0.7%	0.9%	-9.9%
Cc1ccc(OCC(=O)N(Cc2ccco2)c2c(N)n(Cc3ccccc3)c(=O)[nH]c2=O)cc1C	4.6%	0.6%	-10.4%
Cc1c(Cl)cccc1NC(=O)COC(=O)Cc1ccsc1	0.6%	1.1%	-9.3%
Cc1ccccc1[C@@]1(C)ON(c2ccccc2C(F)(F)F)C1=O	6.3%	23.5%	-10.4%
CC(C(=O)Nc1ccc(N2CCOCC2)cc1)N1C(=O)NC(C)(C)C1=O (stereo not drawn)	4.6%	0.1%	-9.3%

One compound at a time (already shown).
Shown for O=C(NCC(=O)N1CCCCCCC1)c1ccc(Cl)cc1 → Rac1 GTP hydrolysis: -0.7%; RSV antiviral HEp-2: 0.9%; NS5 inhibitors: -9.9%
Shown for CCN(CC(=O)NCc1ccc(F)cc1)CC(=O)Nc1cc(S(=O)(=O)N(C)C)ccc1C → Rac1 GTP hydrolysis: 2.4%; RSV antiviral HEp-2: 2.1%; NS5 inhibitors: -2.6%

Next part:
SMILES	Rac1 GTP hydrolysis	RSV antiviral HEp-2	NS5 inhibitors
C[C@@H](NC(=O)c1nc[nH]c1C(=O)N(C)Cc1ccccc1)c1ccccc1	4.5%	0.8%	-3.9%
COc1cccc(NC(=O)CN(C)C(=O)c2cccnc2Nc2cccc(C(F)(F)F)c2)c1	2.1%	-2.0%	-1.9%
Cc1ccc(N(Cc2ccccc2)C(=O)c2ccc(C)c(S(=O)(=O)N3CCOCC3)c2)cc1	1.1%	0.1%	-2.9%
COCCN(Cc1nc2ccccc2c(=O)[nH]1)C(=O)c1cccc(S(=O)(=O)N2CCCC2)c1	3.5%	0.8%	-1.5%
CCCN(CC(=O)Nc1ccccc1C)C(=O)c1ccc2[nH]c3c(c2c1)CC(C)CC3 (stereo not drawn)	1.7%	13.5%	-5.2%
CNc1snc(C)c1C(=O)OC(C)C(=O)c1ccc(F)cc1 (stereo not drawn)	6.3%	0.6%	-9.5%
CCC[C@@H](O)c1cc2cc(OC)c(OC)cc2c(=O)o1	5.5%	1.6%	-4.8%
CC(=O)Nc1ccc(NC(=O)C(C)OC(=O)c2ccc3ccccc3n2)cc1 (stereo not drawn)	0.0%	1.3%	-1.5%
CCCCC(=O)OCc1c(-c2ccccc2)ncc2ccccc12	8.7%	2.0%	2.5%
CCN(C(=O)COC(=O)c1cc(C)oc1C)c1c(N)n(Cc2ccccc2)c(=O)[nH]c1=O	4.0%	0.5%	-12.5%
C[C@@H](NC(=O)c1nc[nH]c1C(=O)NC1CCN(C(=O)OC(C)(C)C)CC1)c1ccccc1	12.8%	0.9%	-4.1%
O=C(COc1ccccc1F)NCC(c1ccc(F)cc1)N1CCOCC1 (stereo not drawn)	0.3%	-0.7%	-5.9%
Cc1cc(C)cc(NC(=O)COC(=O)CCC2CCCC2)c1	0.7%	1.3%	-8.1%
CNC(=O)c1[nH]cnc1C(=O)Nc1cccc(C)c1	8.5%	0.8%	-7.2%
Cc1cc(C)n(-c2ccc(C(=O)N3CCN(c4ccccn4)CC3)cc2)n1	4.9%	1.8%	0.8%
Cc1ccc(S(=O)(=O)N2CCC(C(=O)NCc3ccccc3CN3CCCC3)CC2)cc1C	8.6%	-1.3%	-10.4%
CCC(C)c1ccc(NC(=O)C2=CC=CN3CCS(=O)(=O)N=C23)cc1 (stereo not drawn)	5.8%	0.7%	-8.8%
CC1CC(C)CN(S(=O)(=O)c2ccc3c(c2)CC(=O)N3)C1 (stereo not drawn)	2.0%	1.1%	0.0%
NC(=O)C1CCN(c2oc(-c3ccc(F)cc3)nc2S(=O)(=O)c2ccccc2)CC1	3.4%	1.1%	-1.1%
Cn1c(SCC(=O)Nc2ccc(N3CCOCC3)cc2)nnc1C(F)(F)F	1.9%	2.1%	-1.5%
Cc1cccc(C(=O)NCCC(=O)N2CCc3ccccc3C2)c1	3.6%	1.2%	5.9%
O=C(CN1C(=O)NC2(CCCCC2)C1=O)Nc1ccc2c(c1)OCCCO2	-1.4%	2.6%	-9.2%
COc1cc(NC(=O)C(C)N2CCN(C(=O)C3CC3)CC2)cc(OC)c1 (stereo not drawn)	2.4%	3.7%	4.8%
Cc1nc(SCC(=O)Nc2ccccc2C(F)(F)F)c2c(=O)n(C)c(=O)n(C)c2n1	-5.6%	-0.5%	0.0%
COc1cc(/C=C/C(=O)OCC(=O)Nc2ccc(Cl)cn2)ccc1O	21.2%	0.5%	2.9%
CCc1nnc(NC(=O)c2ccc(-c3ccc(C(C)=O)cc3)o2)s1	0.5%	0.2%	1.5%
COCCN(C(=O)c1oc2ccccc2c1COC)c1c(N)n(CC(C)C)c(=O)[nH]c1=O	-2.5%	-0.4%	-8.6%
O=S(=O)(c1ccc(=S)[nH]c1)N1CCOCC1	6.7%	1.9%	-8.4%
O=C(COC(=O)c1ccc(OC(F)F)cc1)NCCC1=CCCCC1	3.9%	0.1%	3.4%
CCc1ccc(-c2nn(Cc3ccccc3)cc2C(=O)NCC2CCCO2)cc1 (stereo not drawn)	0.8%	1.1%	-2.6%
